Screening data deposited in PubChem by several laboratories.
RGS8-Gao = RGS8-Galphao binding modulators, primary screen, biochemical, multiplexed bead flow cytometry; response (percent of control binding), % at 10 µM; actives lie on both sides; 220,000 compounds, 0.34% hits; Guanine nucleotide-binding protein G(o) subunit alpha (Homo sapiens), P09471; in the data active means response below about 60% or above about 140%; inactive means in between;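 further: Galphao activated as the GDP aluminium fluoride complex binding bead-coupled RGS8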
Target sequence (P09471 whole entry, looked up): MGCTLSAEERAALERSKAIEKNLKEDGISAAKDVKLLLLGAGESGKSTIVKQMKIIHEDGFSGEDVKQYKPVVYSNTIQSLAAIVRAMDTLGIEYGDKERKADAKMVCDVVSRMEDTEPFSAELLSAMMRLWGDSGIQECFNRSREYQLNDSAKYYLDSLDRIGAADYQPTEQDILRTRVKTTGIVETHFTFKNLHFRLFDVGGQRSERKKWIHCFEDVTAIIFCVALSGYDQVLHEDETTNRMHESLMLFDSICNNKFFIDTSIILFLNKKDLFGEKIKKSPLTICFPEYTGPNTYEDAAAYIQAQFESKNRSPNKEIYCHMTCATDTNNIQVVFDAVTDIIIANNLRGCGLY
Mcl1-Noxa inh = Mcl-1/Noxa binding inhibitors, primary screen, biochemical, TR-FRET, 1536-well | Induced myeloid leukemia cell differentiation protein Mcl-1 (Homo sapiens), Q07820 | TR-FRET Mcl-1/Noxa peptide binding, 2 h | inhibition, % at 21.7 µM | 220,000 compounds, 1.5% hits | AID 1022, 2008;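 active means compounds that cut the protein-peptide binding signal by more than 50% relative to plate controls in a single-dose test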;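 further: His-tagged Mcl-1 with rhodamine Noxa BH3 peptide and terbium anti-His antibody; 0% = Mcl-1 plus Noxa peptide wells and 100% = peptide-only wells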
Bcl-B Bim block = inhibitors of Bim-Bcl-B binding, primary screen, biochemical, multiplexed, human Bcl-2 family. Bcl-2-like protein 10 (Homo sapiens), Q9HD36. bead-based flow cytometry, Bim peptide-Bcl-B binding. 190,000 compounds, 0.073% hits. inhibition, % at 10 µM;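 further: 0% = tracer peptide without compound and 100% = reference inhibitor peptide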
Target sequence (Q9HD36 whole entry, looked up): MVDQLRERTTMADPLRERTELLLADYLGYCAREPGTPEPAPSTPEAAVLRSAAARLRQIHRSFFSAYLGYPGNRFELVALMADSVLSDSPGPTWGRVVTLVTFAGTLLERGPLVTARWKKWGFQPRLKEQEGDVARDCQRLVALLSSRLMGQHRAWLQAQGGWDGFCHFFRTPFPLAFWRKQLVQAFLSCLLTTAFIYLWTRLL
Bim-Bfl-1 = inhibitors of Bim binding to Bfl-1, primary screen, biochemical, multiplexed, bead-based flow cytometry. 190,000 compounds, 0.12% hits. Bim-Bfl-1 binding inhibition. Bcl-2-related protein A1 (Homo sapiens), Q16548. AID 1008, 2008. inhibition, % at 10 µM;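 further: 0% = wells without compound plus tracer and 100% = blocker peptide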
Mcl1-Bid inh = Mcl-1/Bid binding inhibitors, primary screen, biochemical, TR-FRET, 1536-well | inhibition, % at 21.7 µM | TR-FRET Mcl-1/Bid-Dy647 peptide binding | 220,000 compounds, 0.97% hits;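 active means compounds that cut the binding signal by more than half at the single screening dose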;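 further: His-tagged Mcl-1 with europium anti-His antibody binding Bid BH3 peptide; 0% = Mcl-1 plus peptide wells and 100% = peptide-only wells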
Bcl-XL Bim block = inhibitors of Bim-Bcl-XL binding, primary screen, biochemical, multiplexed, bead flow cytometry, human Bcl-XL | Bcl-2-like protein 1 (Homo sapiens), Q07817 | inhibition, % at 10 µM | Bim peptide-Bcl-XL binding, fluorescence | 190,000 compounds, 0.04% hits
RGS7-Gao = RGS7-Galphao binding modulators, primary screen, biochemical, multiplexed bead flow cytometry; actives lie on both sides; binding response (% of control), % at 10 µM; 220,000 compounds, 0.35% hits; in the data active means binding response below about 49% or above about 150%; inconclusive means no clear call, values can overlap the other calls; inactive means in between;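 further: fluorescent Galphao held in activated GDP-AlF4 state binding bead-coupled RGS7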
RGS4-Gao reg = modulators of RGS4 binding to Galphao, primary screen, biochemical, multiplexed bead flow cytometry; Guanine nucleotide-binding protein G(o) subunit alpha (Homo sapiens), P09471; actives lie on both sides; binding response (% of control), % at 10 µM; 220,000 compounds, 0.33% hits; in the data active means binding response below about 49% or above about 150%; inactive means in between;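 further: fluorescent Galphao activated with aluminum fluoride binding bead-coupled RGS4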
Bim-Bcl-2 = inhibitors of Bim-Bcl-2 binding, primary screen, biochemical, multiplexed, human Bcl-2 family; 190,000 compounds, 0.06% hits; Apoptosis regulator Bcl-2 (Homo sapiens), P10415; inhibition, % at 10 µM; Bead-based flow cytometry, Bim peptide-Bcl-2 binding; in the data active means inhibition above about 40%; inconclusive means no clear call, values can overlap the other calls;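 further: 0% = no compound wells with probe peptide and 100% = reference peptide inhibitor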
Target sequence (P10415 whole entry, looked up): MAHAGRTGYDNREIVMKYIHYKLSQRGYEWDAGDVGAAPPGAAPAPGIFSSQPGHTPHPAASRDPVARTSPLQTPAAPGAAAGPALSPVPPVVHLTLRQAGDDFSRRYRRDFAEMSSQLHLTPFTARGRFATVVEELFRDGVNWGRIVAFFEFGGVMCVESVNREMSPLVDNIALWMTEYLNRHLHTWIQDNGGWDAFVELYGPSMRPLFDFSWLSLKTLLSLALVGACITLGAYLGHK
Bim-Bcl-W = inhibitors of Bim binding to Bcl-W, primary screen, biochemical, multiplexed, bead-based flow cytometry. Bim peptide-Bcl-W binding. Bcl-2-like protein 2 (Homo sapiens), Q92843. inhibition, % at 10 µM. 190,000 compounds, 0.02% hits;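 further: 0% = bound tracer without compound and 100% = peptide blocker; higher means less fluorescent Bim peptide bound to Bcl-W beads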
Target sequence (Q92843 whole entry, looked up): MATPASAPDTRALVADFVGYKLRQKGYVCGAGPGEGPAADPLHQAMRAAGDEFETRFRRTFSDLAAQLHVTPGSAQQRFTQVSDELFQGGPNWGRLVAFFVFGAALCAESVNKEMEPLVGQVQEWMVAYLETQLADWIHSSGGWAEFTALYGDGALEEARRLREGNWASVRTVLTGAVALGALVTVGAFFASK
Mcl-1 Bim block = inhibitors of Bim peptide binding to Mcl-1, primary screen, biochemical, bead-based flow cytometry, multiplex | inhibition, % at 10 µM | Bim peptide-Mcl-1 binding | 190,000 compounds, 0.1% hits;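 further: 0% = no compound tracer wells and 100% = peptide blocker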
* hit, by the source's call; u = inconclusive; x = no result given. Unless noted, no stated cut-off is given here; in the data, active means inhibition above about 40%.

SMILES	RGS8-Gao	Mcl1-Noxa inh	Bcl-B Bim block	Bim-Bfl-1	Mcl1-Bid inh	Bcl-XL Bim block	RGS7-Gao	RGS4-Gao reg	Bim-Bcl-2	Bim-Bcl-W	Mcl-1 Bim block
C/C(=N\NC(=O)c1cccc(Br)c1)c1ccc(Br)cc1	99	10	-2	-4	-52	-3	94	100	0	0	2
O=C(Oc1ccc2c(c1)OCO2)c1ccc(F)cc1Cl	102	12	-10	-12	3	5	103	102	-9	0	2
CSCCC(NC(N)=O)C(=O)Nc1ccc(F)c(Cl)c1 (centres undefined)	92	4	x	x	-118	x	u	87	x	x	x
CCOCCCNC(=O)CCS(=O)(=O)Cc1ccc(C)cc1	100	5	-8	-16	-19	-7	100	100	-7	-1	-3
COC(=O)c1ccc(Cn2nc(C)c(Cl)c2C)o1	104	-2	0	-3	-3	-1	96	98	-2	-3	14
Cc1cc(C)c2nc(N3CCCN(C(=O)c4ccco4)CC3)c(C#N)cc2c1	95	73*	-6	25	55*	6	94	95	4	2	1
O=C(c1cc(Sc2ccc(Cl)cc2)nc2ccccc12)N1CCN(c2ccccn2)CC1	98	9	0	2	7	1	u	100	-3	0	0
CN1CCC(N(C)C(=S)NC(=O)c2cc(-c3cccc(Br)c3)nc3ccccc23)CC1	103	29	2	4	-5	-3	133	105	1	-3	-2
CC(Sc1nncn1C)C(=O)Nc1ccccc1-c1ccccc1 (centres undefined)	103	1	-8	-20	-6	-8	97	100	-10	-4	-6
CCOC(=O)c1ccc(S(=O)(=O)NCCN2CCOCC2)cc1	97	20	-1	-4	-6	0	u	95	-3	3	0
CCOCCCNc1nc2c([nH]1)c(=O)n(C)c(=O)n2C	100	9	-6	-6	-85	-6	100	97	-4	2	0
COCCNC(=O)C(c1ccccc1C)N(CCOC)C(=O)Cn1nnc2ccccc21 (centres undefined)	103	-1	-8	-14	3	3	105	101	-8	1	-1
COc1ccc2c(C(=O)CN3CCC(C)CC3)c[nH]c2c1	100	3	-7	-6	-16	-11	100	100	-6	-4	-6
O=C(CSc1ccccc1)Nc1ccc(NC(=O)c2ccco2)cc1	104	9	-6	-11	-19	-12	102	104	-5	3	-1
CCC(Oc1ccccc1)C(=O)Nc1nc2ccccc2[nH]1 (centres undefined)	101	1	0	-2	22	-1	100	95	0	0	0

Profiles as entered above. Order of values: RGS8-Gao	Mcl1-Noxa inh	Bcl-B Bim block	Bim-Bfl-1	Mcl1-Bid inh	Bcl-XL Bim block	RGS7-Gao	RGS4-Gao reg	Bim-Bcl-2	Bim-Bcl-W	Mcl-1 Bim block
CN1CCC(N(C)C(=S)NC(=O)c2cc(-c3cccc(Br)c3)nc3ccccc23)CC1 is listed with 103	29	2	4	-5	-3	133	105	1	-3	-2
O=C(CSc1ccccc1)Nc1ccc(NC(=O)c2ccco2)cc1 is listed with 104	9	-6	-11	-19	-12	102	104	-5	3	-1
CSCCC(NC(N)=O)C(=O)Nc1ccc(F)c(Cl)c1 (centres undefined) is listed with 92	4	x	x	-118	x	u	87	x	x	x
CCC(Oc1ccccc1)C(=O)Nc1nc2ccccc2[nH]1 (centres undefined) is listed with 101	1	0	-2	22	-1	100	95	0	0	0

In a second layout: results already given.
mol,RGS8-Gao,Mcl1-Noxa inh,Bcl-B Bim block,Bim-Bfl-1,Mcl1-Bid inh,Bcl-XL Bim block,RGS7-Gao,RGS4-Gao reg,Bim-Bcl-2,Bim-Bcl-W,Mcl-1 Bim block
Cc1cc(C)c2nc(N3CCCN(C(=O)c4ccco4)CC3)c(C#N)cc2c1,95,73*,-6,25,55*,6,94,95,4,2,1
CCOCCCNC(=O)CCS(=O)(=O)Cc1ccc(C)cc1,100,5,-8,-16,-19,-7,100,100,-7,-1,-3
O=C(CSc1ccccc1)Nc1ccc(NC(=O)c2ccco2)cc1,104,9,-6,-11,-19,-12,102,104,-5,3,-1
CSCCC(NC(N)=O)C(=O)Nc1ccc(F)c(Cl)c1 (centres undefined),92,4,x,x,-118,x,u,87,x,x,x
O=C(Oc1ccc2c(c1)OCO2)c1ccc(F)cc1Cl,102,12,-10,-12,3,5,103,102,-9,0,2
C/C(=N\NC(=O)c1cccc(Br)c1)c1ccc(Br)cc1,99,10,-2,-4,-52,-3,94,100,0,0,2

Remaining list, next part.
SMILES	RGS8-Gao	Mcl1-Noxa inh	Bcl-B Bim block	Bim-Bfl-1	Mcl1-Bid inh	Bcl-XL Bim block	RGS7-Gao	RGS4-Gao reg	Bim-Bcl-2	Bim-Bcl-W	Mcl-1 Bim block
CSc1nc(N)c(C#N)c(-c2ccc(Cl)cc2)c1C#N	98	-13	-6	-11	11	-4	93	93	-3	0	2
COc1ccc(S(=O)(=O)Nc2cc(C(=O)NC(C)C)ccc2N2CCOCC2)cc1	104	x	-11	-13	-8	-17	100	103	-10	-5	-3
CC(=O)N1CCN(CC(=O)Nc2cccc(S(=O)(=O)N3CCCCCC3)c2)CC1	100	9	0	-5	-19	0	102	101	0	-2	-3
CC(C)Cc1nnc(NC(=O)CSc2ccccn2)s1	x	2	-13	-2	-26	7	x	x	-4	3	-2
Cc1ccc(CNS(=O)(=O)c2ccccc2[N+](=O)[O-])cc1	110	13	0	0	-10	0	104	104	0	1	3
CC(OC(=O)C1CSC2(c3ccc(F)cc3)CCC(=O)N12)C(=O)NC(N)=O (centres undefined)	101	-4	-1	-2	1	0	97	100	0	0	-3
Cc1ccc(C(=O)NCCNC(=O)c2ccccc2)cc1	98	1	0	-3	21	-1	u	97	0	-1	1
COc1ccc(-c2oc(NC(=O)CSc3nncn3C)c(C#N)c2-c2ccc(OC)cc2)cc1	100	12	-1	-4	-21	-3	102	100	0	0	-1
Cc1c(Cl)cccc1NCC(=O)NN=C1CCCC1	97	15	0	-1	-7	2	93	96	0	-1	0
COc1cc(C2C(C#N)=C(N)Oc3cc(C)n(CCc4ccccc4)c(=O)c32)cc2c1OCO2 (centres undefined)	96	-3	-10	-14	-7	-17	92	101	-14	-2	-1
C=C(C)c1cccc(C(C)(C)NC(=O)Nn2cnnc2)c1	94	-5	-5	-11	-2	-4	90	90	-4	4	1
c1ccc(Cn2nnc3cnccc32)cc1	100	15	-7	-7	-5	0	95	97	-1	1	0
COc1ccc(-c2nn(-c3ccccc3)cc2C(=O)NCCCn2ccnc2)cc1	100	-3	-11	-21	-24	-14	97	98	-12	-8	-9
O=C1/C(=C/c2cccs2)CCc2ccccc21	107	15	2	0	-4	-1	110	112	0	1	25
CC(=O)Nc1ccc(NC(=O)C(OC(=O)c2ccccc2)C(OC(=O)c2ccccc2)C(=O)O)cc1 (centres undefined)	99	43	-2	0	2	-2	99	99	0	-3	-1
Cc1nnc(SCC(=O)NC(=O)Nc2ccc3c(c2)OCCO3)s1	104	12	0	0	-25	-1	114	106	-1	0	1
C=CCSc1nc2ccsc2c(=O)n1-c1ccccc1	103	-3	-1	-4	-23	0	u	100	-2	-1	1
CSc1nnc(-c2sc3cc(Cl)ccc3c2Cl)n1C	101	14	-9	-18	-18	-5	101	100	-8	-2	-2
COCc1nnc(NS(=O)(=O)c2ccc(NC(C)=O)cc2)s1	103	4	-4	-1	9	-3	99	100	-4	-6	-2
CC(=O)N1CCN(c2ccccc2NC(=O)c2ccc(-c3cccc([N+](=O)[O-])c3)o2)CC1	96	7	1	6	-6	2	87	93	1	8	-3
COc1ccc(C(=O)CN(C(=O)c2ccc(Cl)cc2)N2C(=O)C3CCCCC3C2=O)cc1 (centres undefined)	100	4	-9	-18	-23	-9	104	100	-7	0	-3
Cc1ccc(C(=O)CSc2nc3ccc(C(=O)NCCN4CCCCC4)cc3c(=O)[nH]2)cc1	99	12	x	x	-92	x	u	96	x	x	x
CC(C)CC(c1nnnn1CC1CCCO1)N1CCN(c2cccc(Cl)c2)CC1 (centres undefined)	101	-8	-8	-17	-28	-4	99	101	-10	0	-2
Cc1nc(-c2ccccc2)sc1C1(C)CC(c2c(Cl)cccc2Cl)=NO1 (centres undefined)	96	10	x	x	10	x	u	98	x	x	x
Cc1ccc(S(=O)(=O)NCC(c2cccnc2)N2CCOCC2)cc1 (centres undefined)	98	36	1	-5	-23	0	102	100	-1	1	0
CN1CCc2c(C#N)c(N3CCOCC3)nc(NCC3CCCO3)c2C1 (centres undefined)	99	2	x	x	-88	x	u	95	x	x	x
Cc1cccc(NC(=S)Nc2cccc(C(F)(F)F)c2)n1	113	15	-3	8	-32	0	113	103	5	-1	-2
O=C1NC2(CCCCCCC2)C(=O)N1Cc1ccc(F)cc1	99	3	x	x	-9	x	u	100	x	x	x
CC1=C(C(=O)OC2CCCCC2)C(c2ccco2)C2=C(CC(C)(C)CC2=O)N1 (centres undefined)	99	11	-2	-5	-11	0	102	100	0	-2	0
N#Cc1ccccc1Cn1c(=O)n(CCC(=O)NCc2ccco2)c(=O)c2ccccc21	94	8	-2	-6	1	-4	91	91	-3	-2	-5
Cc1ccc(NC(=S)NCCO)c(C)c1	101	19	-9	-19	-3	-8	101	102	-11	-3	-2
Cc1nc(-c2ccccc2)sc1-c1ccn[nH]1	99	5	-4	-8	15	-4	u	95	-5	-4	0
O=C(Nc1ccc(F)cc1)N1CCCN(c2nccc(C(F)(F)F)n2)CC1	101	6	x	x	-10	x	u	94	x	x	x
Cc1cccc(Cc2nnc(CCC(=O)N(C)Cc3ccncc3C)o2)c1	100	-21	-2	-6	-15	-1	100	101	-2	-1	-1
O=C(COC(=O)CCC(=O)Nc1nccs1)NCc1ccco1	101	0	-1	-3	-21	-1	100	100	-2	0	-1
CSc1nc(N)nc(SCC(=O)Nc2ccc(Cl)cc2)c1C#N	103	3	-3	-1	-9	-3	98	100	-1	-3	0
Cc1cccc(NCc2ccccc2O)c1C	114	-8	-2	-1	-50	-3	100	108	-6	-2	2
